p53 reactivation: qHTS assay for re-activators of p53 using a Luc reporter; Potency, µM (top dose mostly 92.2 µM), inactives show at the top dose activity change, positive = activation, actives largely listed as activators; H1299 p53-A138V BP100-luciferase reporter, luminescence, 24 h; hit rate 0.063% among 320,000; AID 504706, 2011; also: potency is read from the fitted curve at half-maximal effect; % of control where 0% means no effect; nearly all actives have a fitted effect of over 45% in size
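p53-null H1299 cells stably carrying temperature-sensitive p53-A138V and a BP100-luciferase reporter were pinned with compounds (4-point, 1:5 series) and held 24 hrs at 37 deg C. Luminescence was read 10 min after detection reagent.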
RORgamma inh: qHTS for inhibitors of ROR gamma transcriptional activity; Nuclear receptor ROR-gamma (Mus musculus), P51450; Drosophila S2 Gal4-RORgamma UAS-luciferase reporter, 20 h; Potency, µM (titrated, usually from 53.6 µM), for inactives: at the top dose activity change, negative = inhibition, hits mostly inhibitors; hit rate 5.4% among 310,000; AID 2551, 2010; also: potency is read from the fitted curve at half-maximal effect; % is scaled to controls: 0 for no effect and ±100 for the full control effect; nearly all actives have a fitted effect of over 60% in size
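ROR gamma transcriptional activity was tracked as Gal4-UAS luciferase output in stably transfected Drosophila Schneider cells, with compound added 1 hr before 700 uM copper sulfate induction and a 20 hr ambient-temperature incubation.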
VP16 counter: VP16 counterscreen qHTS for inhibitors of ROR gamma transcriptional activity; Drosophila S2 Gal4-VP16 UAS-luciferase, luminescence, 20 h; Potency, µM (highest dose often 53.6 µM), inactives show at the highest dose activity, negative = inhibition, actives largely listed as inhibitors; hit rate 3.5% among 310,000;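 also: Gal4-VP16 expression switched on by copper sulfate through the metallothionein promoter; potency is read from the fitted curve at half-maximal effect; % is scaled to controls: 0 for no effect and ±100 for the full control effect; nearly all actives have a fitted effect of over 50% in size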
Tb PFK inh: qHTS Assay to Find Inhibitors of T. brucei phosphofructokinase. AID 485367, 2010. hit rate 0.17% among 330,000. T. brucei PFK, ADP-Glo luminescence. Potency, µM (series often up to 57.5 µM), without a hit: at the highest dose activity, negative = inhibition, usual class: inhibitors. ATP-dependent 6-phosphofructokinase (Trypanosoma brucei brucei), O15648;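 also: potency is read from the fitted curve at half-maximal effect; 0% = uninhibited 1x PFK enzyme wells and -100% = no-enzyme wells; nearly all actives have a fitted effect of over 60% in size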
Target sequence (O15648 whole entry, looked up): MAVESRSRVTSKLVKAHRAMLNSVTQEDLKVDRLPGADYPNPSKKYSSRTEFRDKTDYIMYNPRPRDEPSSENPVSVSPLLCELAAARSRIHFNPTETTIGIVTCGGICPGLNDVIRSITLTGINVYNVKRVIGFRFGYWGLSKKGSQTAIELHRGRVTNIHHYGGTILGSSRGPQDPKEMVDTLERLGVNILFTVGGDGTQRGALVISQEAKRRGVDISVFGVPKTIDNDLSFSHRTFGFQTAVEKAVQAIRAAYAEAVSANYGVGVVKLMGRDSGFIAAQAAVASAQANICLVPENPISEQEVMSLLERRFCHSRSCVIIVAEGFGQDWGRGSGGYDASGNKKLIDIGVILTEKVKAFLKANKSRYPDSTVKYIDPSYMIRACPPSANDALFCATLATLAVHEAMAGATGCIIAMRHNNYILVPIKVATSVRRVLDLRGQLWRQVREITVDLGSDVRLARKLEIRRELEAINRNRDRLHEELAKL
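ADP-Glo luminescence quantified ADP after 45 min at room temperature, with 1.25 nM T. brucei PFK, 0.1 mM ATP and 0.5 mM fructose-6-phosphate in pH 8.0 TEA buffer. qHTS titrations up to 57 µM; curves classified by quality.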
TRPV1 ag: HTS Assay for Compounds that Act as Agonists of the Vanilloid Receptor 1; Transient receptor potential cation channel subfamily V member 1 (Homo sapiens), Q8NER1; AID 540275, 2011; hit rate 0.19% among 320,000; activation, % at 8.33 µM; TRPV1-expressing cells, Fluo-8 calcium influx, agonist mode; in the data active = activation above about 80%; inconclusive = between about 30% and that limit; also: 0% is about no effect
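Cells expressing TRPV1 were dye-loaded with Fluo-8 and read kinetically: 10 s baseline, 3 min after compound (agonist portion), then 2 min after EC20 capsaicin (allosteric enhancer portion). Calcium-bound dye fluorescence at 480/520 nm.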
NPC1 promoter act: qHTS Assay for NPC1 Promoter Activators | Potency, µM (titrated, usually from 9.22 µM), for inactives: at the top dose activation, most hits filed as activators | AID 485313, 2010 | Huh7 NPC1 promoter luciferase reporter, 24 h | hit rate 2.4% among 320,000;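 also: potency is read from the fitted curve at half-maximal effect; % of control where 0% means no effect; nearly all actives have a fitted effect of over 60% in size; reporter is driven by a mutant NPC1 promoter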
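Huh7 cells stably carrying NPC1 promoter–luciferase, plated in Opti-MEM with 10% FBS for 2 h, were exposed to compound in DMSO for 24 h at 37 °C; luciferase reagent was added for 10 min and luminescence read.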
ELG1 genotoxic: qHTS screen for small molecules that induce genotoxicity in human embryonic kidney (HEK293T) cells expressing luciferase-tagged ELG1; HEK293T ELG1-luciferase reporter, luminescence, 16 h; Potency, µM (series often up to 46 µM), inactives show at the highest dose activity change, positive = activation, most hits filed as activators; hit rate 1.3% among 330,000; AID 504466, 2011; also: potency is read from the fitted curve at half-maximal effect; % of control where 0% means no effect; nearly all actives have a fitted effect of over 60% in size
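16 hr compound incubation (37 °C, 5% CO2) of HEK293T cells carrying luciferase-tagged ELG1; luciferase then measured by ONE-Glo luminescence after 30 min at RT.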
BRCA1 expr act: qHTS Assay to Identify Small Molecule Activators of BRCA1 Expression. AID 624202, 2012. hit rate 1.1% among 380,000. MCF7-BRCA1-FFLuc reporter, luminescence, 48 h; response scale: scaled: vehicle 0%, 10 µM genistein 100%. Potency, µM (doses to about 46.1 µM), without a hit: top-dose activation, usual class: activators; also: potency is read from the fitted curve at half-maximal effect; nearly all actives have a fitted effect of over 80% in size; some results filed as inactive show a strong effect at the top dose
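MCF7-BRCA1-FFLuc, 2000 cells/well; 2 h attach, 37 °C/5% CO2; compound 48 h; luciferase substrate 15 min; luminescence end-point. Norm. to genistein 10 microM max activation and DMSO; concentration-response curves fitted.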
Rab9 promoter act: qHTS Assay for Rab9 Promoter Activators | Huh7 Rab9 promoter-luciferase reporter, luminescence, 24 h | Potency, µM (series often up to 9.22 µM), inactives show at the highest dose activation, negative = inhibition, actives largely listed as activators | hit rate 2.8% among 320,000; also: potency is read from the fitted curve at half-maximal effect; % of control where 0% means no effect; nearly all actives have a fitted effect of over 60% in size
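Huh7 cells stably carrying a Rab9 promoter-luciferase reporter, 1500 cells per well in OP-MEM I with 10% FBS, treated with compound 24 hours at 37C. Luciferase activity read by luminescence after 10 minutes with Amplite reagent.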
FLuc counter: qHTS profiling assay for firefly luciferase inhibitor/activator using purifed enzyme and Km concentrations of substrates (counterscreen for miR-21 project) | Luciferin 4-monooxygenase (Photinus pyralis), P08659 | purified FLuc, Km substrates, luminescence inhibition | Potency, µM (top dose mostly 57.5 µM), inactives show at the top dose activity change, negative = inhibition, actives largely listed as inhibitors | hit rate 6.9% among 360,000 | AID 588342, 2011;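 also: potency is read from the fitted curve at half-maximal effect; plate controls were vehicle for no effect and reference inhibitor for full effect; nearly all actives have a fitted effect of over 55% in size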
Target sequence (P08659 whole entry, looked up): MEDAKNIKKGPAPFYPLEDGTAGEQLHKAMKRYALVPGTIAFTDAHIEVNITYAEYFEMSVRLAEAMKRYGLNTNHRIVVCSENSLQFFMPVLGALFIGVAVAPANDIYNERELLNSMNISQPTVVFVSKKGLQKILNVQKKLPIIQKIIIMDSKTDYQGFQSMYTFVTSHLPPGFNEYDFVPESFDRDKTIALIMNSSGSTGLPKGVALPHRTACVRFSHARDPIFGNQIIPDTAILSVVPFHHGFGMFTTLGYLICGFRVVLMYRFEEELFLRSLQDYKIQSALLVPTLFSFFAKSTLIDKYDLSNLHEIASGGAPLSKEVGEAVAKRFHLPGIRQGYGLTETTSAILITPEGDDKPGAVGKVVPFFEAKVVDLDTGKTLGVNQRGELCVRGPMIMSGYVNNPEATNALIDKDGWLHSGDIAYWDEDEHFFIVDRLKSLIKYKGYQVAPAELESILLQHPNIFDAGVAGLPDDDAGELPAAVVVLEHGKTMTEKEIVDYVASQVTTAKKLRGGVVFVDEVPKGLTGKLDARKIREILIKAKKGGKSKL
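Biochemical qHTS of compounds, final roughly 60 µM downward over six points, against 10 nM purified firefly luciferase using Km concentrations of substrates (10 uM D-luciferin, 10 uM ATP) in Tris acetate pH 7.5 buffer; luminescence output.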
ELG1 repair inh: qHTS screen for small molecules that inhibit ELG1-dependent DNA repair in human embryonic kidney (HEK293T) cells expressing luciferase-tagged ELG1; hit rate 2.3% among 330,000; Potency, µM (series often up to 46.1 µM), inactives show at the highest dose activity change, negative = inhibition, usual class: inhibitors; HEK293T ELG1-luciferase reporter, luminescence, 16 h; DNA damage induced by 5-fluorouridine; also: potency is read from the fitted curve at half-maximal effect; % is scaled to controls: 0 for no effect and ±100 for the full control effect; nearly all actives have a fitted effect of over 55% in size
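HEK293T cells expressing luciferase-tagged ELG1 (2,000/well) received 5-Fluorouridine plus compound or DMSO for 16 hr at 37 °C. Luciferase was read by ONE-Glo luminescence after 30 min at room temperature.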
Active calls of the source: *; & = joins results of further samples; [ ] = remark or other dose. Unless noted, calls follow the shape of the dose curve; as a rule, active = well fitted curve in the direction sought with a large enough effect; inconclusive = small, poorly fitted or top-dose-only effect, or another doubt; inactive = no such curve, though single readings can be large; an effect the other way counts as inactive or inconclusive.

For Cc1ccccc1NC(=O)Cn1c(=O)n(-c2ccc(CC(=O)NCC3CCCO3)cc2)c(=O)c2ccccc21 (centres undefined) the results were p53 reactivation 15.8%, RORgamma inh 28.9%, VP16 counter -3.2%, Tb PFK inh 4.7%, TRPV1 ag -0.2, NPC1 promoter act -3.5%, ELG1 genotoxic 0.3%, BRCA1 expr act 4.2%&9.9%, Rab9 promoter act -0.9%, FLuc counter 4.9%&3.9% and ELG1 repair inh 16.4%.
O=C(N/N=C/c1ccc[nH]1)c1c[nH]c2ccccc12 was read as Tb PFK inh -3.0%, TRPV1 ag -3.5, NPC1 promoter act -44.6%[inhibitor], ELG1 genotoxic 9.3%, BRCA1 expr act -2.0%, Rab9 promoter act -60.0%[inhibitor], FLuc counter 15.1µM* and ELG1 repair inh inconclusive.
Screening C=C[C@]1(C)C=C2CCC3[C@](C)(CCC[C@@]3(C)C(=O)O)C2CC1 (some centres undefined) returned p53 reactivation -0.9%, Tb PFK inh -7.2%, TRPV1 ag -2.9, NPC1 promoter act 2.3%, ELG1 genotoxic -3.4%, BRCA1 expr act -4.0%, Rab9 promoter act -1.7%, FLuc counter 2.4% and ELG1 repair inh 0.9%.
For COc1ccc(C(C)C)cc1S(=O)(=O)N1CCC(C(=O)NCc2cccnc2)CC1 the results were p53 reactivation -8.5%, RORgamma inh -22.6%, VP16 counter -3.7%, Tb PFK inh -1.7%, TRPV1 ag 14.0, NPC1 promoter act 0.7%, ELG1 genotoxic -4.0%, BRCA1 expr act -17.0%, Rab9 promoter act -7.1%, FLuc counter -1.2% and ELG1 repair inh -13.7%.
`COc1ccc2[nH]c(C)c(C(=O)CN3CC(C)OC(C)C3)c2c1` (centres undefined) gave p53 reactivation -8.9%, RORgamma inh -19.5%, VP16 counter 1.7%, Tb PFK inh -0.5%, TRPV1 ag -2.2, NPC1 promoter act -0.7%, ELG1 genotoxic -3.4%, BRCA1 expr act -14.1%, Rab9 promoter act -0.8%, FLuc counter 2.2% and ELG1 repair inh -15.0%.
`CCOc1cc(NC(=S)NCCCN2CCOCC2)c(OCC)cc1NC(=O)c1ccc(OC)cc1` gave p53 reactivation -4.0%, RORgamma inh -34.6%, VP16 counter 2.5%, Tb PFK inh -3.5%, TRPV1 ag 10.5, NPC1 promoter act -1.3%, ELG1 genotoxic -5.3%, BRCA1 expr act -11.3%, Rab9 promoter act -10.2%, FLuc counter 0.2% and ELG1 repair inh -12.2%.
For CN(C)C(=O)c1cc(Br)ccc1Cl the results were p53 reactivation -1.5%, RORgamma inh 5.6%, VP16 counter 12.9%, Tb PFK inh -5.5%, TRPV1 ag 1.5, NPC1 promoter act -2.2%, ELG1 genotoxic 0.2%, BRCA1 expr act 0.0%, Rab9 promoter act -6.8%, FLuc counter -0.1% and ELG1 repair inh 5.3%.
Cc1ccc(C)c(Nc2nc3ccc(C)cc3n3cnnc23)c1 was read as p53 reactivation -1.4%, RORgamma inh -16.5%, VP16 counter -3.8%, Tb PFK inh 1.5%, TRPV1 ag 15.3, NPC1 promoter act 1.2%, ELG1 genotoxic -1.8%, BRCA1 expr act -44.2%, Rab9 promoter act 1.0%[1.84 µM], FLuc counter 4.8% and ELG1 repair inh -11.9%.
`Cn1c(N)c(Br)c(-c2ccc(F)cc2)c(C#N)c1=O` gave p53 reactivation 27.5%, RORgamma inh 19.2%, VP16 counter -3.7%, Tb PFK inh 0.6%, TRPV1 ag -0.8, NPC1 promoter act -3.3%, ELG1 genotoxic 5.7%, BRCA1 expr act -12.7%, Rab9 promoter act -1.6%, FLuc counter -1.3% and ELG1 repair inh 12.1%.
`COCCN(Cc1cccs1)S(=O)(=O)c1csc(C(N)=O)c1` gave p53 reactivation 1.2%, RORgamma inh 1.6%, VP16 counter 3.7%, Tb PFK inh -5.7%, TRPV1 ag 0.8, NPC1 promoter act -3.7%, ELG1 genotoxic 2.6%, BRCA1 expr act -0.5%, Rab9 promoter act -3.5%, FLuc counter 2.5% and ELG1 repair inh 18.9%.
Screening COc1ccc(C(=O)C2CCCN(Cc3ccc(C#CCCO)cc3)C2)cc1F (centres undefined) returned p53 reactivation -3.5%, RORgamma inh 0.7%, VP16 counter -9.0%, Tb PFK inh -13.3%, TRPV1 ag -3.8, NPC1 promoter act 2.6%, ELG1 genotoxic -5.7%, BRCA1 expr act -25.0%, Rab9 promoter act -9.2%, FLuc counter -1.4% and ELG1 repair inh inconclusive.
For C/C(=C(\C#N)C(=O)NCCCN1CCOCC1)N(C)C the results were p53 reactivation 6.2%, RORgamma inh -30.5%, VP16 counter -4.3%, Tb PFK inh -0.2%, TRPV1 ag -1.8, NPC1 promoter act -0.1%, ELG1 genotoxic -0.4%, BRCA1 expr act -8.3%, Rab9 promoter act -8.7%, FLuc counter 5.1% and ELG1 repair inh 13.4%.
O=C(O)C1CC1C(=O)Nc1nc2c(Cl)cccc2s1 (centres undefined) was read as p53 reactivation 0.3%, RORgamma inh 14.9%, VP16 counter -11.6%, Tb PFK inh 9.5%, TRPV1 ag -1.3, NPC1 promoter act 1.4%, ELG1 genotoxic 0.0%, BRCA1 expr act -14.6%, Rab9 promoter act 1.8%, FLuc counter -8.5% and ELG1 repair inh inconclusive.
NCCC(=O)NCCc1cnc[nH]1 was read as p53 reactivation -0.3%, RORgamma inh -3.5%[16.9 µM], VP16 counter -1.3%[17 µM], Tb PFK inh -7.6%, TRPV1 ag 1.9, NPC1 promoter act 0.2%, ELG1 genotoxic -5.9%, BRCA1 expr act 6.3%, Rab9 promoter act -0.9%, FLuc counter 0.4% and ELG1 repair inh 16.9%.
Screening CCOc1ccc(CC(=O)C2=C(N3CCOCC3)CC(C)(C)CC2=O)cc1OCC returned p53 reactivation -1.2%, RORgamma inh 0.3%, VP16 counter -2.0%, Tb PFK inh 1.5%, TRPV1 ag -0.8, NPC1 promoter act -3.1%, ELG1 genotoxic -3.5%, BRCA1 expr act 7.2%, Rab9 promoter act -5.5%, FLuc counter 4.6% and ELG1 repair inh 0.3%.
Cc1nn(CC(=O)NCCc2ccccc2)c(=O)c2cccn12 was read as p53 reactivation 10.5%, RORgamma inh 1.2%, VP16 counter -2.9%, Tb PFK inh -8.6%, TRPV1 ag -2.0, NPC1 promoter act -0.3%, ELG1 genotoxic -0.3%[9.26 µM], BRCA1 expr act 0.8%, Rab9 promoter act 0.4%, FLuc counter -0.2% and ELG1 repair inh inconclusive.
For COC(=O)CCCCCCCCCCN1CCCCC1 the results were p53 reactivation -7.9%, RORgamma inh -8.4%, VP16 counter -4.6%, Tb PFK inh -1.5%, TRPV1 ag -4.2, NPC1 promoter act -5.0%, ELG1 genotoxic 0.5%, BRCA1 expr act -23.8%, Rab9 promoter act -7.1%, FLuc counter -2.5% and ELG1 repair inh -4.2%.
O=S(=O)(c1ccc(NC(=S)NCCC(c2ccccc2)c2ccccc2)cc1)N1CCOCC1 was read as p53 reactivation 6.8%, RORgamma inh 6.6%, VP16 counter -12.3%, Tb PFK inh -1.2%, TRPV1 ag 5.9, NPC1 promoter act -1.6%, ELG1 genotoxic -2.6%, BRCA1 expr act -90.8%[inhibitor], Rab9 promoter act -2.2%, FLuc counter -0.4% and ELG1 repair inh 18.4µM*.
`O=C(Cc1csc(NC(=O)Nc2cccc(Cl)c2)n1)NCc1cccnc1` gave p53 reactivation inconclusive, Tb PFK inh -9.8%, TRPV1 ag -5.5, NPC1 promoter act 11.2%, ELG1 genotoxic -8.3%, BRCA1 expr act 32.6%, Rab9 promoter act 13.9%, FLuc counter 6.75µM* and ELG1 repair inh -28.5%.
Screening COc1ccc(C(=O)N2CCOC2CNC(=O)C(=O)NCc2ccc(Cl)cc2)cc1 (centres undefined) returned p53 reactivation -3.5%, RORgamma inh 30.8%, VP16 counter -2.6%, Tb PFK inh -10.0%, TRPV1 ag 0.5, NPC1 promoter act -1.7%, ELG1 genotoxic -0.7%, BRCA1 expr act 0.3%, Rab9 promoter act 0.4%, FLuc counter -1.1% and ELG1 repair inh -28.1%.

Compound activity deposited in PubChem by National Center for Advancing Translational Sciences (NCATS).

The order is random. About 15% of those tested had a hit in this group.
